Screens: PubChem BioAssay, several laboratories
HIF-2a block: inhibitors of HIF-2a. 786-0 RCC cells HIF-2a reporter, luciferase luminescence, overnight. inhibition, % at 18.8 µM. hit rate 0.72% among 360,000. AID 624352;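 active means inhibition of the luminescence signal of 40% or more relative to plate controls, in a single-dose primary screen at 18.75 µM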
TRPM1 prom inh: inhibitors of MITF-driven TRPM1 promoter in melanoma cells | SK-MEL-5 TRPM1 promoter luciferase, 24 h | inhibition, % at 12.5 µM | hit rate 0.83% among 330,000;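 active means mean inhibition across replicates of 60% or more, whatever share of single replicates reaches that level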; further: values of inactives mirror those of a sister screen read the other way
PDI turbidity: inhibitors of human protein disulfide isomerase; P07237; PDI insulin aggregation turbidity, A650, 90 min; inhibition, % at 10 µM; hit rate 0.052% among 350,000; AID 588391;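 active means mean inhibition across replicates of 30% or more, whatever share of single replicates reach that level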;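 further: absorbance from insulin aggregation driven by PDI reduction with DTT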
Target sequence (P07237 whole entry, looked up): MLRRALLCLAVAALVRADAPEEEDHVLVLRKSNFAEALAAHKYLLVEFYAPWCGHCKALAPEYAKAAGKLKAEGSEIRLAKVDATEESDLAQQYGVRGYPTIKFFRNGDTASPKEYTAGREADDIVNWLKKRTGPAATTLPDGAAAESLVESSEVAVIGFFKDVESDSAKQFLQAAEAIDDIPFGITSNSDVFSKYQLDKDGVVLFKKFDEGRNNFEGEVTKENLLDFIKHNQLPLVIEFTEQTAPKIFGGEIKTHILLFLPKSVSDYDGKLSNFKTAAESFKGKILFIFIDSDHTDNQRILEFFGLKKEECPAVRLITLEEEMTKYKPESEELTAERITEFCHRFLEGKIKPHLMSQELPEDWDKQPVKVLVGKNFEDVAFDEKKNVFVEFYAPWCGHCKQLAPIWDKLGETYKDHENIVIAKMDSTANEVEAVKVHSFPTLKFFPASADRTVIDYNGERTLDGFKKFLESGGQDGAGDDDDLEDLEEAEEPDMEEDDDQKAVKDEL
NR2E3 ag-1: activates human NR2E3 receptor. Q9Y5X4. CHO-S Gal4-NCOR/VP16-NR2E3 two-hybrid, luciferase. inhibition of corepressor binding, % at 3.98 µM. hit rate 0.35% among 360,000. AID 602229;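 active means inhibition above the mean of all tested compounds plus 3 SD, cut at about 70% in these data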;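 further: 0% = DMSO with NR2E3 transfected cells and 100% = cells lacking NR2E3 construct; higher means lower luciferase signal from less NR2E3 corepressor binding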
Target sequence (Q9Y5X4 whole entry, looked up, the tested form may be a part): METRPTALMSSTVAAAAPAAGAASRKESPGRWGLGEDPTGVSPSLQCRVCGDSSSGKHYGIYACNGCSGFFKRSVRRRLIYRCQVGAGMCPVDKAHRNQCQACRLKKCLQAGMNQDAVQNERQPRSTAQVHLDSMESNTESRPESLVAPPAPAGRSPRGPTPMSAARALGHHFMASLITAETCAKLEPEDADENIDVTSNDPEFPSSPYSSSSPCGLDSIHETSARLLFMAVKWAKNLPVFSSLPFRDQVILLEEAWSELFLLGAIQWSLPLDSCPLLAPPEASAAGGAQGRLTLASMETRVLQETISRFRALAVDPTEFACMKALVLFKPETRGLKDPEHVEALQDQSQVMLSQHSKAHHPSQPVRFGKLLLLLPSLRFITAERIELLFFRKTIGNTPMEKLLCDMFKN
iPSC survival up: enhancers of human iPSC single-cell survival; hiPSC single-cell survival, ATPlite luminescence; 100% = ROCK inhibitor wells, 0% = DMSO; survival enhancement, % at 20 µM; hit rate 0.044% among 360,000; in the data active means survival enhancement above about 18%;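 further: cells exposed to compounds for 16 hours before the ATP read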
NR2E3 ag-2: NR2E3 (human) agonism. AID 2300. hit rate 0.12% among 320,000. GST-NR2E3/biotin-RetCOR TR-FRET, 1536-well. inhibition of corepressor binding, % at 4.78 µM;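 active means percent inhibition above the cutoff of mean plus 3 SD of all tested compounds, set per screening campaign, cut at about 20% in these data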;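 further: 0% = DMSO wells and 100% = biotin wells as full block of FRET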
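system = GST-tagged NR2E3 plus biotinylated RetCOR corepressor | input = 1.35 nM GST-NR2E3 | also added = 7 nM biotin-RetCOR | schedule = 5 h incubation at 4 °C | measured by = TR-FRET with europium anti-GST and streptavidin-D2, 340 nm excitation | read-out = percent loss of FRET ratio relative to control wells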
Vif imaging: inhibitors of HIV Vif | HEK293T cells, Vif self-association by quenched fluorescence, imaging, 24 h | inhibition, % at 7.49 µM | hit rate 0.35% among 340,000; in the data active means inhibition above about 50%, passing the limit was not always enough; further: some results filed as inactive read as strong as hits
Peg3 promoter: reduces Peg3 promoter-driven luciferase expression in HeLa | inhibition, % at 20 µM | HeLa PEG-Prom luciferase reporter, luminescence, overnight | hit rate 1.7% among 360,000;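 active means inhibition of at least 50% at 20 µM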
Granule exo inh: lytic granule exocytosis inhibition | TALL-104 LAMP-1 surface exposure, flow cytometry; cells stimulated with thapsigargin and PMA | AID 651702 | hit rate 0.66% among 360,000 | inhibition, % at 10 µM;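 active means inhibition above about 55%, limit read from the data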
CaV13 FRET inh: Disruptors of the CACNA1D IQ motif to Ca2+-dependent inactivation inhibitor domain association, primary screening, Förster resonance energy transfer in intact living …; inhibition, % at 12.3 µM; AID 743397; HEK cells, CFP/YFP FRET ICDI-IQ, plate reader, 10 min; percent FRET-ratio fall versus neutral wells; hit rate 0.098% among 340,000;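 active means mean replicate inhibition of at least 30% and at least 1% of replicates passing that level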;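 further: 0% = median of the neutral control wells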
aDG glyco up: alpha-DG glycosylation activation; activation, % at 10 µM; hit rate 0.22% among 360,000; Pro5-aDG cells, alpha-DG glycosylation AlphaScreen (IIH6); 0% Pro5, 100% B10-LARGE cell signal;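 active means activation of at least 8% versus controls, or a plate z-score of at least 8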;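 further: Pro5 are CHO cells carrying HIG-tagged alpha-DG that lacks glycosylation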
Numbers without * were called inactive.

`COCCN(C(=O)CSc1nc2ccccc2c(=O)n1CC(C)C)c1c(N)n(Cc2ccccc2)c(=O)[nH]c1=O` gave HIF-2a block 12, TRPM1 prom inh -10, PDI turbidity -4, NR2E3 ag-1 1, iPSC survival up 0.0, NR2E3 ag-2 -1, Vif imaging 11, Peg3 promoter 23, Granule exo inh 5, CaV13 FRET inh 8 and aDG glyco up -0.2.
Screening O=C1OC(c2ccccc2)Cc2cc(C(=O)N3CCN(c4ccc(F)cc4)CC3)ccc21 (stereo unspecified) returned HIF-2a block -3, TRPM1 prom inh -2, PDI turbidity 2, NR2E3 ag-1 -3, iPSC survival up -0.3, Vif imaging 1, Peg3 promoter 6, Granule exo inh 3, CaV13 FRET inh -6 and aDG glyco up 0.0.
Screening COc1cccc2cc(C(=O)OCC(=O)N3CC(C)OC(C)C3)c(=O)oc12 (stereo unspecified) returned HIF-2a block -163, TRPM1 prom inh -58, PDI turbidity -17, NR2E3 ag-1 -42, iPSC survival up -1.0, Vif imaging 1, Peg3 promoter -280, Granule exo inh -4, CaV13 FRET inh -6 and aDG glyco up 0.1.
`CNC(=S)NNC(=O)c1c(C)nc2cc(C)ccn12` gave HIF-2a block 16, TRPM1 prom inh -9, PDI turbidity 0, NR2E3 ag-1 4, iPSC survival up -0.5, NR2E3 ag-2 2, Vif imaging -2, Peg3 promoter -4, Granule exo inh -3, CaV13 FRET inh -20 and aDG glyco up 0.0.
CN(CC(=O)Nc1cccc(F)c1)C(=O)CCC1CCCCC1 was read as HIF-2a block -27, TRPM1 prom inh -14, PDI turbidity 13, NR2E3 ag-1 9, iPSC survival up 0.1, NR2E3 ag-2 0, Vif imaging -4, Peg3 promoter -25, Granule exo inh -3, CaV13 FRET inh -1 and aDG glyco up 0.4.
Screening COc1cc(NC(=O)c2ccccc2)cc(OC)c1 returned HIF-2a block -230, TRPM1 prom inh -27, PDI turbidity -1, NR2E3 ag-1 -35, iPSC survival up 2.1, NR2E3 ag-2 0, Vif imaging -6, Peg3 promoter -176, Granule exo inh -1, CaV13 FRET inh -4 and aDG glyco up 0.2.
CCc1ccc(NC(=O)COC(=O)c2nc3nc(C)cc(C)n3n2)cc1 was read as HIF-2a block -8, TRPM1 prom inh -3, PDI turbidity -2, NR2E3 ag-1 1, iPSC survival up 4.2, NR2E3 ag-2 5, Vif imaging -2, Peg3 promoter 1, Granule exo inh -1, CaV13 FRET inh -2 and aDG glyco up 0.0.
Screening O=c1c2ccccc2n(CC(O)CN2CCOCC2)c2ccccc12 (stereo unspecified) returned HIF-2a block 18, TRPM1 prom inh 4, PDI turbidity 6, NR2E3 ag-1 -24, iPSC survival up 0.3, NR2E3 ag-2 -3, Vif imaging 6, Peg3 promoter 9, Granule exo inh -14, CaV13 FRET inh -5 and aDG glyco up 0.0.
Screening O=C(CCC(=O)N1CCc2ccccc2C1)N1CCN(S(=O)(=O)c2ccccc2)CC1 returned HIF-2a block 19, TRPM1 prom inh 1, PDI turbidity 9, NR2E3 ag-1 -21, iPSC survival up -2.3, NR2E3 ag-2 -2, Vif imaging 9, Peg3 promoter 9, Granule exo inh -1, CaV13 FRET inh -3 and aDG glyco up 0.0.
For CCCC1CC(C)(/C(C)=N\NC(N)=S)OC1=O (stereo unspecified) the results were HIF-2a block 5, TRPM1 prom inh -6, PDI turbidity 3, NR2E3 ag-1 5, iPSC survival up 1.6, NR2E3 ag-2 1, Vif imaging 3, Peg3 promoter 12, Granule exo inh -5, CaV13 FRET inh 4 and aDG glyco up 0.7.
Screening COc1ccc(-n2cnnc2SCC(=O)NC2CCS(=O)(=O)C2)cc1 (stereo unspecified) returned HIF-2a block 15, TRPM1 prom inh 17, PDI turbidity -15, NR2E3 ag-1 -9, iPSC survival up -2.1, NR2E3 ag-2 0, Vif imaging -1, Peg3 promoter 15, Granule exo inh 1, CaV13 FRET inh -3 and aDG glyco up 0.0.
Screening Cc1cc(N)n2nc(C)c(-c3ccccc3)c2n1 returned HIF-2a block -23, TRPM1 prom inh 1, PDI turbidity -11, NR2E3 ag-1 3, iPSC survival up -2.6, NR2E3 ag-2 2, Vif imaging 11, Peg3 promoter -32, Granule exo inh 0, CaV13 FRET inh -4 and aDG glyco up 0.1.
For Cc1ccc(S(=O)(=O)NCCCCCC(=O)Nc2ccccc2C)cc1 the results were HIF-2a block 10, TRPM1 prom inh -4, PDI turbidity 7, NR2E3 ag-1 -17, iPSC survival up 0.3, NR2E3 ag-2 -2, Vif imaging -4, Peg3 promoter 22, Granule exo inh 0, CaV13 FRET inh -3 and aDG glyco up -0.2.
Screening CCN(Cc1ccncc1)C(=O)c1cc(COc2ccc(F)cc2F)on1 returned HIF-2a block -16, TRPM1 prom inh -9, PDI turbidity 8, NR2E3 ag-1 21, iPSC survival up -0.5, NR2E3 ag-2 -3, Vif imaging 9, Peg3 promoter -23, Granule exo inh -2, CaV13 FRET inh -6 and aDG glyco up 0.1.
Screening Cc1cc(C)c(S(=O)(=O)Cc2ccccc2)c(=O)[nH]1 returned HIF-2a block 11, TRPM1 prom inh -11, PDI turbidity 4, NR2E3 ag-1 8, iPSC survival up 1.8, NR2E3 ag-2 2, Vif imaging 5, Peg3 promoter 1, Granule exo inh -1, CaV13 FRET inh -5 and aDG glyco up 0.0.
Screening COc1cccc(C2c3[nH]c4ccccc4c3C[C@H]3C(=O)N(c4ccccc4C(=O)NCCCN4CCOCC4)C(=O)N23)c1 (stereo partly specified) returned HIF-2a block 8, TRPM1 prom inh 8, NR2E3 ag-1 -7, iPSC survival up -2.2, NR2E3 ag-2 1, Vif imaging 6, Peg3 promoter 6, Granule exo inh 6 and aDG glyco up 0.2.
`Cc1ccc(C)c(NC(=S)N/N=C2/CCCCc3ccccc32)c1` gave HIF-2a block 5, TRPM1 prom inh -10, PDI turbidity -2, NR2E3 ag-1 -14, iPSC survival up -0.5, NR2E3 ag-2 0, Vif imaging -3, Peg3 promoter 17, Granule exo inh -2, CaV13 FRET inh -14 and aDG glyco up 0.3.
Screening O=C(Nc1ccc2c(c1)OCO2)C1CCN(C(=O)c2ccc(Br)cc2)CC1 returned HIF-2a block -49, TRPM1 prom inh -12, PDI turbidity 1, NR2E3 ag-1 -9, iPSC survival up 2.7, NR2E3 ag-2 -2, Vif imaging -1, Peg3 promoter -34, Granule exo inh -2, CaV13 FRET inh 0 and aDG glyco up 0.0.
`COc1ccc(C(=O)COC(=O)c2ccn(C)n2)cc1` gave HIF-2a block -164, TRPM1 prom inh -63, PDI turbidity 11, NR2E3 ag-1 -37, iPSC survival up 0.1, NR2E3 ag-2 1, Vif imaging 5, Peg3 promoter -183, Granule exo inh -1, CaV13 FRET inh -4 and aDG glyco up 0.0.
CCC1(c2ccc(F)cc2)NC(=O)N(CC(=O)N(CCC#N)c2ccccc2)C1=O (stereo unspecified) was read as HIF-2a block 3, TRPM1 prom inh 3, PDI turbidity 9, NR2E3 ag-1 -2, iPSC survival up 0.8, NR2E3 ag-2 0, Vif imaging 3, Peg3 promoter -1, Granule exo inh 1, CaV13 FRET inh -4 and aDG glyco up 0.0.

Some of these compounds in order of number of heavy atoms, highest first:
Screening COc1cccc(C2c3[nH]c4ccccc4c3C[C@H]3C(=O)N(c4ccccc4C(=O)NCCCN4CCOCC4)C(=O)N23)c1 (stereo partly specified) returned HIF-2a block 8, TRPM1 prom inh 8, NR2E3 ag-1 -7, iPSC survival up -2.2, NR2E3 ag-2 1, Vif imaging 6, Peg3 promoter 6, Granule exo inh 6 and aDG glyco up 0.2.
Screening CCN(Cc1ccncc1)C(=O)c1cc(COc2ccc(F)cc2F)on1 returned HIF-2a block -16, TRPM1 prom inh -9, PDI turbidity 8, NR2E3 ag-1 21, iPSC survival up -0.5, NR2E3 ag-2 -3, Vif imaging 9, Peg3 promoter -23, Granule exo inh -2, CaV13 FRET inh -6 and aDG glyco up 0.1.
For Cc1ccc(S(=O)(=O)NCCCCCC(=O)Nc2ccccc2C)cc1 the results were HIF-2a block 10, TRPM1 prom inh -4, PDI turbidity 7, NR2E3 ag-1 -17, iPSC survival up 0.3, NR2E3 ag-2 -2, Vif imaging -4, Peg3 promoter 22, Granule exo inh 0, CaV13 FRET inh -3 and aDG glyco up -0.2.

Continuation.
COc1ccc(N(CC(=O)NCc2ccccc2C)S(=O)(=O)c2ccccc2[N+](=O)[O-])c(OC)c1 was read as HIF-2a block 21, TRPM1 prom inh -9, PDI turbidity 6, NR2E3 ag-1 26, iPSC survival up -1.3, NR2E3 ag-2 2, Vif imaging -3, Peg3 promoter 17, Granule exo inh 30, CaV13 FRET inh -8 and aDG glyco up 0.1.
Screening COc1ccc(OC)c(C2CC(=O)NC(SC)=C2C#N)c1 (stereo unspecified) returned HIF-2a block 13, TRPM1 prom inh -8, PDI turbidity 0, NR2E3 ag-1 6, iPSC survival up -0.7, NR2E3 ag-2 3, Vif imaging 5, Peg3 promoter 18, Granule exo inh -2, CaV13 FRET inh -6 and aDG glyco up 0.0.
Screening CSc1sc(C(=O)NNC(C)=O)c2c1C1(CCC2)SCCS1 returned HIF-2a block 19, TRPM1 prom inh -4, PDI turbidity -3, NR2E3 ag-1 2, iPSC survival up -0.4, NR2E3 ag-2 1, Vif imaging 3, Peg3 promoter 21, Granule exo inh 3, CaV13 FRET inh -4 and aDG glyco up -0.1.
For COC(=O)c1ccc(/C(O)=C(\C#N)c2nc3ccccc3s2)cc1 the results were HIF-2a block -256, TRPM1 prom inh -27, PDI turbidity -13, NR2E3 ag-1 -38, iPSC survival up 0.8, NR2E3 ag-2 3, Vif imaging -7, Peg3 promoter -142, Granule exo inh 12 and aDG glyco up 0.3.
Screening CCCCC(=O)Nc1ccc2c(c1)oc1ccccc12 returned HIF-2a block -316, TRPM1 prom inh -75, PDI turbidity 1, NR2E3 ag-1 -81, iPSC survival up -2.5, NR2E3 ag-2 4, Vif imaging 3, Peg3 promoter -281, Granule exo inh 2, CaV13 FRET inh -5 and aDG glyco up 0.7.
`CC(CCc1ccccc1)NC(=O)c1ccc(C(=O)NC(C)CCc2ccccc2)cc1` (stereo unspecified) gave HIF-2a block 5, TRPM1 prom inh 74*, PDI turbidity -16, NR2E3 ag-1 -2, iPSC survival up 1.3, NR2E3 ag-2 1, Vif imaging -5, Peg3 promoter 59*, Granule exo inh 3, CaV13 FRET inh -4 and aDG glyco up -0.1.
For CCc1ccc(S(=O)(=O)/N=C2\C=C(NS(=O)(=O)c3ccccc3)C(=O)c3ccccc32)cc1 the results were HIF-2a block -63, TRPM1 prom inh 20, PDI turbidity -7, NR2E3 ag-1 21, iPSC survival up 0.3, Vif imaging 7, Peg3 promoter -33, Granule exo inh 19, CaV13 FRET inh -15 and aDG glyco up 1.1.
CCOC(=O)c1c(C)n(C)c2ccc(OC(C)C(=O)OC)cc12 (stereo unspecified) was read as HIF-2a block 16, TRPM1 prom inh 3, PDI turbidity -4, NR2E3 ag-1 6, iPSC survival up 3.6, NR2E3 ag-2 0, Vif imaging -13, Peg3 promoter 13, Granule exo inh 1, CaV13 FRET inh -5 and aDG glyco up -0.1.
`CCCC(=O)N1CCCC(C(=O)c2ccc(OC)c(OC)c2)C1` (stereo unspecified) gave HIF-2a block 1, TRPM1 prom inh 11, PDI turbidity 1, NR2E3 ag-1 -15, iPSC survival up 0.3, NR2E3 ag-2 -4, Vif imaging -3, Peg3 promoter 0, Granule exo inh 2, CaV13 FRET inh -5 and aDG glyco up 0.1.
